Screening results from PubChem.
KKLEB cytotox = counter-screen for CF NF-kB inhibitors: cytotoxicity; KKLEB CF airway cells viability, ATPlite luminescence, overnight; stronger effect = lower value; cells stimulated with P. aeruginosa culture filtrate; 0.36% of 360,000 active; activity change (cytotoxicity), % at 5 µM;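 active = corrected activity change at or below -50% at 5 µM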
TWEAK Fn14 block = TWEAK-Fn14 signaling inhibition. TWEAK-stimulated Fn14 reporter cells, luciferase luminescence, 8 h. 2% of 360,000 active. AID 1159606. inhibition, % at 10 µM; in the data active = inhibition above about 50%
TROY signal inh = blocks TROY-dependent signaling in reporter cells; Q293 LMP1-TROYcd NF-kB luciferase reporter, 4 h; inhibition, % at 10 µM; 0.98% of 360,000 active; AID 1347056;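 active = compounds whose plate-normalised and pattern-corrected inhibition of the luciferase reporter signal at the single screening dose is 50% or more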
Shn3 3UTR inh = reduces Shn3 3'UTR luciferase signal in osteoblasts; Clone20 osteoblast Shn3 3'UTR firefly luciferase, 24 h; inhibition, % at 12.5 µM; 0.52% of 360,000 active; AID 588674;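 active = mean inhibition of at least 75% with every replicate also reaching 75%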;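 also: 0% = median of neutral control wells and 100% = pilot-screen positive control compound; some compounds past the cut are filed as inactive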
SRC3 inh = human NCOA3 inhibition; inhibition, % at 3.6 µM; 0.17% of 360,000 active; Q9Y6Q9; HEK293 GAL4-SRC3 luciferase reporter, luminescence;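 active = inhibition above a per-campaign cutoff, the mean of all compounds plus 3 SD, cut at about 60% in these data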;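 also: 0% = DMSO-treated cells and 100% = gossypol-treated cells at 36 µM; higher means less SRC3-driven luciferase light from the GAL4 reporter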
NR5A2 inv ag = NR5A2 inverse agonism in reporter assay; O00482; HEK293T StAR-luciferase reporter, LRH-1 transfected, 24 h; inhibition, % at 3.6 µM; 0.13% of 360,000 active;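 active = inhibition above the mean inhibition of all tested compounds plus 3 SD, cut at about 73% in these data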;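 also: 0% = DMSO wells and 100% = reporter-only cells lacking LRH-1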
Target sequence (O00482 whole entry, looked up): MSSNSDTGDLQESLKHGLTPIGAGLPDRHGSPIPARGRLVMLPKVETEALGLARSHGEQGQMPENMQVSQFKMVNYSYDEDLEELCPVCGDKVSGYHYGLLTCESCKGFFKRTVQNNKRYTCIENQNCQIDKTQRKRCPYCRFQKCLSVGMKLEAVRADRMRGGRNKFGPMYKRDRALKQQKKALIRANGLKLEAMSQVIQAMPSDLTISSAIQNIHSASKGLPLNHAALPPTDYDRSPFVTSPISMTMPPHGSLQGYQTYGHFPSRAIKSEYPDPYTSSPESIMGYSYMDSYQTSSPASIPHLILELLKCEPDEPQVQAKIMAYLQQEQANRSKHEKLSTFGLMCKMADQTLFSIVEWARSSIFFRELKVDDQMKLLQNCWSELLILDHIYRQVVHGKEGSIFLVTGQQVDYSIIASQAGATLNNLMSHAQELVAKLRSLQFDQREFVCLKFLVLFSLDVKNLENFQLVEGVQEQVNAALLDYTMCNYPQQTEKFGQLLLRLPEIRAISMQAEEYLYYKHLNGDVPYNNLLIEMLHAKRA
CF NFkB inh = cystic fibrosis NF-kB activation inhibition | inhibition, % at 5 µM | 0.86% of 360,000 active | AID 588850 | KKLEB NF-kB-GFP reporter, PAF-induced, GFP fluorescence overnight;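 active = at least 50% inhibition at 5 µM, scaled per plate between neutral and stimulator controls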;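 also: PAF is a Pseudomonas aeruginosa culture filtrate used as stimulus; plate controls were PAF-stimulated DMSO wells for no effect and unstimulated DMSO wells for full effect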
C8 TRAIL sens = caspase-8 TRAIL sensitization; NB7+C8 cells + TRAIL, ATPlite viability luminescence; inhibition (viability loss, TRAIL sensitization), % at 10 µM; 1% of 360,000 active; AID 624354;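 active = compounds causing at least 50% loss of cell viability in the single-dose screen, relative to plate controls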
COUP-TFII inh = blocks human COUP-TFII nuclear receptor. AID 686940. P24468. inhibition, % at 8.6 µM. 0.7% of 370,000 active. HEK293T NGFI-A luciferase reporter, luminescence;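 active = inhibition above a per-plate cutoff, mean inhibition of test wells between control levels plus 3 SD, cut at about 38% in these data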;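 also: cells cotransfected with COUP-TFII expression vector driving the NGFI-A reporter; 0% = median of COUP-TF2 test wells and 100% = reporter-only cells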
Target sequence (P24468 whole entry, looked up): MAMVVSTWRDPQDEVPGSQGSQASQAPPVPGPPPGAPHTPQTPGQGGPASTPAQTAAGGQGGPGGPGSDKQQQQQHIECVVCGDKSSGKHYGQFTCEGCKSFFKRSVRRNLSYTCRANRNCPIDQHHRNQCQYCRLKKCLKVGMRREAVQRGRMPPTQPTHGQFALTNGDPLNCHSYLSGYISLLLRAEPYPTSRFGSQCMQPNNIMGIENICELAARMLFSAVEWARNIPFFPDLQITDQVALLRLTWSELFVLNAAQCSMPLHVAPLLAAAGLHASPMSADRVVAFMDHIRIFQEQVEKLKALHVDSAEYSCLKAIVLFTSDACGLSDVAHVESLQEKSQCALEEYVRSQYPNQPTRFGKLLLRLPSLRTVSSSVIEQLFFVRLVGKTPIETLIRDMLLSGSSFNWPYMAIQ
SRC1 inh = inhibitors of human steroid receptor coactivator 1 (SRC1) | inhibition, % at 3.6 µM | HEK293 GAL4-SRC1 luciferase reporter, luminescence | 0.12% of 360,000 active;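 active = inhibition above the campaign mean plus 3 SD, with each screening campaign given its own cutoff, cut at about 60% in these data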;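 also: 0% = DMSO treated cells and 100% = gossypol at 36 µM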
LMP1 NFkB inh = Epstein-Barr LMP1 NF-kappaB reporter inhibition; LMP1-induced NF-kappaB luciferase reporter cells, luminescence; inhibition, % at 12.5 µM; 0.69% of 350,000 active; AID 504558; in the data active = inhibition above about 41%;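 also: 0% = neutral control wells and 100% = reference inhibitor control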
Active calls of the source: *; / = not tested or not shown; & = joins results of further samples. Only part of the results is shown; rates above refer to the full screens.

Results follow in this order: LMP1 NFkB inh, COUP-TFII inh, C8 TRAIL sens, KKLEB cytotox, NR5A2 inv ag, CF NFkB inh, TROY signal inh, SRC3 inh, SRC1 inh, Shn3 3UTR inh, TWEAK Fn14 block
C=CCNC(=O)C1CC(=O)N(c2ccc(OCc3ccc(F)cc3)cc2)C1 (stereo not drawn)
  -32, -33, -3, 4, -146, -1, -9, -90, -90, -46, 3
CS(=O)(=O)c1ccc(-c2csc(-c3cccnc3)n2)cc1
  4, -7, 4, 16, -7, -18, -16, -19, -27, -42, 10
OC[C@H]1OC(O)[C@@H](O)[C@@H](O)[C@@H]1O (stereo partly drawn)
  6, 6, -7, -1, 3, 0, -9, -10, 15, 4, -14
CNC(=O)c1ccc(-n2nc(C)cc2-c2ccccc2)cc1
  15, -2, 2, -8, -22, 13, -3, 8, 4, 12, -19
N#Cc1c(-c2ccccc2)[nH]c(=S)[nH]c1=O
  -1, -11, -8, 3, 11, -16, 0, -9, 4, -19, 32
CC(C)CCC1(CCNC(=O)c2cccs2)CCOC(C)(C)C1 (stereo not drawn)
  22, 22, -6, -2, -7, 6, -9, 16, -24, 4, -18
CCN=C1SC(C(=O)Nc2cccc(C)c2)CC(=O)N1CC (stereo not drawn)
  1, -1, -9, -3, 8, 4, -4, -1, -10, 8, 9
CCOC(=O)c1c(C)[nH]c(NC(=O)Nc2c(C)n(C)n(-c3ccccc3)c2=O)c1C
  3, 9, -9, 14, -19, -7, 30, -1, -7, 7, 18
Cc1ccc(S(=O)(=O)N(CC(=O)Nc2ccccc2C(=O)O)c2ccccc2C)cc1
  -1, -16, -3, -1, -13, 24, -1, -16, -1, -11, 13
CC(Nc1ncnc2nc[nH]c12)c1ccccc1 (stereo not drawn)
  -7, 13, -14, 4, -17, -17, 0, -11, -46, 15, -1
Cc1cc2c(cc1C)NC(c1c(C)n(C)n(-c3ccccc3)c1=O)C1=C(CC(C)(C)CC1=O)N2 (stereo not drawn)
  -1, -8, -20, -2, -22, -5, -12, -12, -48, -38, 22
COC(=O)CC1=C(C(=O)OC)C(c2ccc3c(c2)OCO3)C(C#N)=C(N)O1 (stereo not drawn)
  -7, -3, -9, -10, 17, -1, 17, 15, -35, -13, 3
O=C(Nc1ccccc1O)/C(=C\c1ccccc1)NC(=O)c1ccccc1
  0, 12, -5, -3, -1, 19, -6, 13, 8, -8, 5
Cc1ccc(S(=O)(=O)N2CCOCC2)cc1C(=O)Nc1nc2ccccc2[nH]1
  -10, -16, 6, 9, -38, -24, -28, -10, -6, -14, 7
COc1cc(OC)nc(S(C)(=O)=O)n1
  3, -1, -7, 11, -9, 10, 8, 14, 2, -16, 4
CC(=O)OC[C@H]1O[C@@H](Sc2cccc3cccnc23)[C@H](OC(C)=O)[C@@H](OC(C)=O)[C@H]1OC(C)=O
  9, -1, -13, 10, -2, -2, -7, 1, -72, 17&5, 2
S=C(NCCc1ccccc1)N1CCN(C(=S)NCCc2ccccc2)CC1
  -3, -21, -2, 1, 11, 14, 0, 26, 1, -7, 0
O=[N+]([O-])c1ccc(S(=O)(=O)N(CC(O)CN2CCCCC2)c2ccccc2)cc1 (stereo not drawn)
  4, -3, 0, -24, -6, 11, -2, 3, 18, 15, 7
CSc1ccc(S(=O)(=O)NCC(=O)OCC(=O)N(C)C2CCCCC2)cc1[N+](=O)[O-]
  13, -7, -16, -5, 10, 8, -8, 12, -1, -10, -15
COc1ccc(Cc2nnc(SC)[nH]c2=O)cc1
  -5, -6, 2, -9, 4, 10, -16, 7, 9, -14, 2
COCCCNC(=O)CCCOc1ccccc1
  -15, -14, -1, -5, -12, 11, -17, 14, -7, -6, -11
COc1ccccc1/C=C1\SC(=S)N(NS(=O)(=O)c2ccccc2)C1=O
  3, -2, 3, 2, -2, -6, 3, 0, 11, 0, -4
CCOC(=O)c1[nH]ncc1CN1CCC(Cc2cccc(OC)c2)(C(=O)OCC)CC1
  -2, 12, -1, 0, 3, -4, 10, 21, 4, /, 10
CCCn1c2c(c(O)c(C(=O)NCCCN(CC)CC)c1=O)CCCC2
  -2, -10, -2, -10, -33, 5, -4, 5, 6, 3, -9
COc1ccc(CNC(=O)CN(C)S(=O)(=O)c2ccc3c(c2)OCCO3)cc1OC
  4, -8, 0, 0, -2, -11, -21, 8, -2, -8, -16
Nc1ccc(OCCCc2c(N)nc(N)nc2N)cc1
  4, 9, -3, -9, 1, 0, 5, 2, -15, 19, 16
Cc1sc2nc(SCC(=O)Nc3ccc(S(N)(=O)=O)cc3)[nH]c(=O)c2c1C
  -5, 2, -7, 20, 5, -33, 6, 10, -5, 5, 11
Cc1ccc(OCc2csc(N)n2)cc1
  -19, -36, 11, -8, -65, 5, -36, -86, -71, -67, -11
CCOC(=O)Nc1ccc2c(c1)N(C(=O)CCN(CC)CC)c1ccccc1S2=O (stereo not drawn)
  3, 1, -2, -30, -5, 91*, 54*, -9, -21, 1, 64*
OC(c1ccccc1)C(O)c1ccccc1 (stereo not drawn)
  /, 9, 3, 2, -5, 8, -40, -9, -2, 8, -8

Quoted from the listing.
`Nc1ccc(OCCCc2c(N)nc(N)nc2N)cc1` in LMP1 NFkB inh = 4
`CCN=C1SC(C(=O)Nc2cccc(C)c2)CC(=O)N1CC` (stereo not drawn) in KKLEB cytotox = -3
`CC(Nc1ncnc2nc[nH]c12)c1ccccc1` (stereo not drawn) in SRC3 inh = -11
`Cc1sc2nc(SCC(=O)Nc3ccc(S(N)(=O)=O)cc3)[nH]c(=O)c2c1C` in NR5A2 inv ag = 5
`OC[C@H]1OC(O)[C@@H](O)[C@@H](O)[C@@H]1O` (stereo partly drawn) in Shn3 3UTR inh = 4
`CCCn1c2c(c(O)c(C(=O)NCCCN(CC)CC)c1=O)CCCC2` in LMP1 NFkB inh = -2
`COCCCNC(=O)CCCOc1ccccc1` in COUP-TFII inh = -14

Given bar-delimited: part of the list above
SMILES | LMP1 NFkB inh | COUP-TFII inh | C8 TRAIL sens | KKLEB cytotox | NR5A2 inv ag | CF NFkB inh | TROY signal inh | SRC3 inh | SRC1 inh | Shn3 3UTR inh | TWEAK Fn14 block
CNC(=O)c1ccc(-n2nc(C)cc2-c2ccccc2)cc1 | 15 | -2 | 2 | -8 | -22 | 13 | -3 | 8 | 4 | 12 | -19
N#Cc1c(-c2ccccc2)[nH]c(=S)[nH]c1=O | -1 | -11 | -8 | 3 | 11 | -16 | 0 | -9 | 4 | -19 | 32
CC(C)CCC1(CCNC(=O)c2cccs2)CCOC(C)(C)C1 (stereo not drawn) | 22 | 22 | -6 | -2 | -7 | 6 | -9 | 16 | -24 | 4 | -18
CCN=C1SC(C(=O)Nc2cccc(C)c2)CC(=O)N1CC (stereo not drawn) | 1 | -1 | -9 | -3 | 8 | 4 | -4 | -1 | -10 | 8 | 9

The listing picks up with the two entries that preceded the break.
Results follow in this order: LMP1 NFkB inh, COUP-TFII inh, C8 TRAIL sens, KKLEB cytotox, NR5A2 inv ag, CF NFkB inh, TROY signal inh, SRC3 inh, SRC1 inh, Shn3 3UTR inh, TWEAK Fn14 block
CCOC(=O)Nc1ccc2c(c1)N(C(=O)CCN(CC)CC)c1ccccc1S2=O (stereo not drawn)
  3, 1, -2, -30, -5, 91*, 54*, -9, -21, 1, 64*
OC(c1ccccc1)C(O)c1ccccc1 (stereo not drawn)
  /, 9, 3, 2, -5, 8, -40, -9, -2, 8, -8
CCOC(=O)C1Oc2ccccc2C(c2ccoc2)=C1C(=O)OC (stereo not drawn)
  -13, /, 15, -9, -17, 16, 20, -6, -10, -21, 32
O=C(Nc1ccsc1C(=O)O)c1ccccc1
  2, 3, -3, 6, -22, 14, -6, -6, -7, 2, 1
O=C(NCCCn1ccnc1)C(Cc1ccc([N+](=O)[O-])cc1)N1C(=O)c2ccccc2C1=O (stereo not drawn)
  -1, -4, -14, -5, 0, -1, 27, -4, 2, 14, 5
COc1ccc2[nH]c(=O)c(CN(Cc3ccccc3)Cc3nnnn3CC3CCCO3)cc2c1 (stereo not drawn)
  -12, 2, -1, -5, -9, -4, -11, -30, -35, -26, 6
Cc1cc2nc[nH]c(=O)n2n1
  -2, -9, -1, -4, -26, -6, 0, -8, -15, 2, 3
O=[N+]([O-])c1ccc(COc2cccc(CN3CCCC3)c2)cc1
  -5, -6, 18, -10, -14, 22, -54, 3, 5, -5, -21
COc1ccc(-c2nnc(SCC(=O)O)n2C)cc1OC
  -1, 0, 0, 11, 14, 8, 11, 10, -12, -3, 16
CCc1ccc(C(=O)C[n+]2cccc3cc(OC)ccc32)cc1
  -39, 20, 5, -5, 21, -4, 23, 2, 10, 27, 8
Cn1c(=NC(=O)c2ccco2)sc2cccc(F)c21
  38, -44, 48, -14, -84, -39, -57, -105, -136, -88, 5
COc1ccccc1/C=C1\NC(=S)N(CC2CCCO2)C1=O (stereo not drawn)
  9, -34, 6, 4, -1, 1, -27, 14, -7, -38, -22
Cc1ccc(N(CC(=O)NCC2CCCO2)C(=O)CCC(=O)Nc2ccccn2)cc1 (stereo not drawn)
  6, 13, -4, -12, 3, 9, -9, -13, -99, -31, -11
C=CCSc1nnc(NC(=O)CSc2nc3ccccc3[nH]2)s1
  -14, -8, 11, 9, 2, 14, -7, -27, -13, -7, -4
CC(C)[C@H](NC(=O)c1ccco1)C(=O)OCC(=O)Nc1ccccc1OC(F)F
  -1, 13, -5, 20, 19, -9, 13, 10, 4, 6, 9
COCCNC(=O)/C(C#N)=C/c1nc(N(C)C)n(-c2ccc(F)cc2)c1Cl
  -8, 2, -1, 0, -6, 2, 6, 4, -37, 0, 2
CC(NC(=O)CSC(=S)N1CCCC1)c1ccc(S(N)(=O)=O)cc1 (stereo not drawn)
  -3, 20, -26, 6, 5, 15, 1, 4, -13, -10, 1
O=C(Nc1ccc2c(c1)OCO2)OCc1ccccc1
  -40, /, 30, -12, -120, 5, -51, -77, -86, -55, 11
CN1CCCN(S(=O)(=O)c2cccc(C#N)c2)CC1
  -6, 5, -9, 3, 8, -1, -1, -14, -10, 3, 19
C[C@H]1CN([C@@H](C)CO)C(=O)Cc2cc(NC(=O)CCN3CCOCC3)ccc2O[C@@H]1CN(C)Cc1ccc(Oc2ccccc2)cc1
  3, -3, -12, 8, 5, -8, 17, -9, 9, 2, -1
Cc1ccc(-n2ncc3c2CCCC3NC(=O)CCn2ccnc2C)cc1C (stereo not drawn)
  0, 4, 15, -3, 15, 6, -3, 10, 4, 27, -6
COc1ccccc1-n1c(C)nc2cc(C(=O)NCC3CCCO3)ccc21 (stereo not drawn)
  4, 15, -4, -17, 5, 6, 1, 9, 10, -21, 34
COc1ccc(N2C(=O)/C(=C3/C=CC=CN3C)SC2=S)cc1
  -1, 2, -3, -15, -15, 26, -20, -7, -16, -14, -2
COc1ccc(-c2noc(CCCOc3ccc(Cl)cc3Cl)n2)cc1
  9, 1, 1, 17, 9, -2, 6, -5, 10, 8, 8
